MT1-MMP act inh – inhibitors of human MT1-MMP activation | P50281 | HT1080 RFP-PRO-GFP cells, GFP/RFP ratio fluorescence, overnight; percent of plate control window, DMSO zero | GFP/RFP ratio change, % at 20 µM | actives 0.061% (n = 360,000) | AID 651647;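 active means GFP/RFP ratio change of at least 30% with cell ATP level not reduced by more than half and red fluorescence within 50% of control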; further: strong numbers were not always called active
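Test system: HT1080 cells expressing an RFP-PRO-GFP fluorescent reporter construct / Compound dosing: single-point 20 µM compound, 1% DMSO / Schedule: cells overnight before dosing, compound overnight, 37 °C, 5% CO2 / Evaluation: GFP/RFP fluorescence ratio / Control set: DMSO and RFP-L50D-GFP cell wells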
SKN-1 inh – C. elegans SKN-1 inhibition | inhibition, % at 21.8 µM | AID 624304 | C. elegans VP596 Pgst-4::GFP/RFP ratio, acrylamide-induced, 24 h | actives 0.49% (n = 360,000);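 active means interference check ratio from 0.5 to 1.5 plus GFP to RFP signal ratio inhibition reaching or exceeding a fixed threshold, cut at about 30% in these data, passing the limit was not always enough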; further: some compounds called inactive have numbers as strong as hits
FAS-TE inh – inhibitors of human fatty acid synthase thioesterase domain. P49327. recombinant FAS-TE, OMFH fluorogenic substrate, fluorescence endpoint. actives 0.67% (n = 360,000). inhibition, % at 15 µM. AID 602261;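 active means compounds whose normalised, plate-corrected inhibition of enzyme fluorescence in the single-dose primary screen is 50% or more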;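 further: 0% = DMSO with enzyme and 100% = substrate without enzyme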
Rin1 Abl inh – human Rin1-Abl interaction inhibition. P00519+Q13671. inhibition, % at 7.35 µM. AID 588664. actives 0.4% (n = 360,000). TR-FRET Rin1/Abl binding, biochemical; in the data active means inhibition above about 5%, passing the limit was not always enough
PABP1 MLLE inh – blocks PAM2 peptide binding to the PABP1 MLLE domain | P11940 | GST-MLLE / FITC-PAM2 fluorescence polarization | inhibition, % at 20 µM | actives 0.36% (n = 360,000) | AID 588489; in the data active means inhibition above about 35%, passing the limit was not always enough;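 further: plate controls were DMSO wells with GST-MLLE for no effect and wells lacking GST-MLLE protein for full effect; some results filed as inactive read as strong as hits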
NadD inh – blocks S. aureus nicotinate mononucleotide adenylyltransferase; purified NadD enzyme, colorimetric absorbance read-out; inhibition, % at 20 µM; actives 0.78% (n = 360,000); AID 602399; in the data active means inhibition above about 26%; further: some compounds past the cut are filed as inactive
CSN inh – inhibitors of human CSN-mediated cullin deneddylation; actives 0.38% (n = 360,000); inhibition, % at 12.5 µM; Purified CSN, SCF-Nedd8-OG deneddylation, fluorescence polarization;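 active means pattern-corrected inhibition above about 35%, with an unprinted fluorescence ratio check between 0.5 and 1.5, limit read from the data, passing the limit was not always enough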;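 further: 0% = enzyme with substrate and 100% = substrate without enzyme; some results filed as inactive read as strong as hits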
Target sequence (Q92905 whole entry, looked up, one chain of several): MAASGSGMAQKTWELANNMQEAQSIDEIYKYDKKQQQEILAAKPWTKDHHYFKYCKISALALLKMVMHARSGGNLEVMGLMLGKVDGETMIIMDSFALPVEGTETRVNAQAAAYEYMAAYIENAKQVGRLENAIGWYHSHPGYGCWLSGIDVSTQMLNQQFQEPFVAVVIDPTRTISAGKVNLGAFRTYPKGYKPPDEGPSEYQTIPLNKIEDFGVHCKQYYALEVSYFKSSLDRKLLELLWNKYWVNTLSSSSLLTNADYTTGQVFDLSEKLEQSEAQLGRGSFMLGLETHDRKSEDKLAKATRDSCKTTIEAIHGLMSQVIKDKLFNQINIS
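Material: human Csn5 produced in HEK293T cells; Input: enzyme 0.24 nM; Reagent: SCFSkp2-Nedd8OG substrate at 10 nM final; Dosing: 12.5 µM compound; Incubation: 90 min reaction at room temperature; Detection: fluorescence polarization of the substrate; Evaluation: % inhibition of substrate cleavage by Csn5; Control set: substrate-only high control, full reaction low control.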
Neddyl block – inhibitors of human cullin neddylation; P61081+Q13564; TR-FRET cullin neddylation, biochemical; calls only at 25 µM; actives 0.58% (n = 360,000); in the data active means inhibition above about 36%
Target sequence (P61081 whole entry, looked up): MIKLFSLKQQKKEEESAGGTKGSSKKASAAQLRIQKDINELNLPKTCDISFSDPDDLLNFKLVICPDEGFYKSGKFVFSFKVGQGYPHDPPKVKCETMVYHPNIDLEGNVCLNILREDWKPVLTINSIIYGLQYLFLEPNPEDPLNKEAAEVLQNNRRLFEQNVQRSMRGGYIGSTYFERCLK
Target sequence (Q13564 whole entry, looked up): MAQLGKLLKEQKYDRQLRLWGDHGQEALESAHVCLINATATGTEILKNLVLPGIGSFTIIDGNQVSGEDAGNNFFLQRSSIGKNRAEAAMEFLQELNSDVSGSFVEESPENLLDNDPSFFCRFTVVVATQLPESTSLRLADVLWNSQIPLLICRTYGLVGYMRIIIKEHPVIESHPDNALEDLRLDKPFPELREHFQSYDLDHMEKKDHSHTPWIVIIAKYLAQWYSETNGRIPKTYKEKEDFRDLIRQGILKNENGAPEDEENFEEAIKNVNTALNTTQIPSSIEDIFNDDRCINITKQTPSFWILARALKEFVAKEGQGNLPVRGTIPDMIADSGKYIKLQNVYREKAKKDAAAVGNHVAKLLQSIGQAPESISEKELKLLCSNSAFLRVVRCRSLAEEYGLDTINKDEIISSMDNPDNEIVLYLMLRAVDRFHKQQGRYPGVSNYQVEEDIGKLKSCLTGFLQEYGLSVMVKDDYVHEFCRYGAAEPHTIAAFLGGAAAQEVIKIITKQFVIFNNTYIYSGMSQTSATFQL
Rpn11 inh – blocks the human proteasome subunit Rpn11. O00487. human 26S proteasome, Ub4-pepOG fluorescence polarization; 20S core pre-blocked with epoxomicin. calls only at 20 µM. actives 0.59% (n = 360,000). AID 588493;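 active means inhibition at 20 µM, scaled to each plate's controls, above about 33%, limit read from the data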
An asterisk follows results filed as active; i = inactive; x = no result given; & = joins results of further samples.

Sample of the layout (18 entries):
SMILES	MT1-MMP act inh	SKN-1 inh	FAS-TE inh	Rin1 Abl inh	PABP1 MLLE inh	NadD inh	CSN inh	Neddyl block	Rpn11 inh
COc1ccccc1C1=NOC(C)(c2nnc(-c3cccc(Cl)c3)o2)C1 (centres undefined)	2	15	17	1	-3	-4	-2	i	i
COCC(C)NC(=O)NC1(C(F)(F)F)Oc2ccc(Cl)cc2O1 (centres undefined)	4	11	-1	0	2	0	-2	i	i
CN1CCc2c(sc3c2c(=O)n(-c2ccccc2)c2nnc(SCc4ccccc4)n32)C1	-5	5	-6	3	-49	6	6	i	i
O=S(=O)(NCC(Nc1ccc(Cl)cc1)c1ccccc1)c1ccc(Cl)cc1 (centres undefined)	-8	-3	30	-4	5	-2	-11	i	i
CCOC(=O)C1=C(COC(=O)C(CC)Oc2ccccc2)NC(=O)NC1C (centres undefined)	0	26	3	2	15	-2	-1	i	i
COc1ccc2[nH]c3c(c2c1)CCN1C(=O)C(CC(=O)NC(C)(C)C)C[C@H](C(=O)N2CCOCC2)[C@@]31CCC1CCCC1 (some centres undefined)	-10	6	53*	1	2	3	-6	i	i
COc1ccc(OCC(=O)Nc2ccc(N3CCCCC3)cc2)cc1	6	8	-3	1	-15	-7	0	i	i
O=C(C(=Cc1ccccc1)c1ccccc1)c1ccccc1	2	20	42	0	0	10	-4	i	i
Cc1ccccc1Cn1nnc(-c2ccc3c(c2)OCO3)n1	4	-8	17	1	4	-1	-4	i	i
Cc1ccc(-c2oc3ccccc3c(=O)c2O)cc1	-1	6	-6	1	12	1	2	i	i
CCOP(=O)(c1ccc(N(C)C)cc1)C(O)c1cccnc1 (centres undefined)	-2	-5	-5	-2	-10	3	-1	i	i
CCc1cc(=O)oc2cc(C)cc(OCC(=O)NC3CC3)c12	1	-2	-6	0	-13	-6	4	x	i
O=C(COc1ccc(Cl)cc1Cl)NNC(=S)NC(=O)c1ccco1	2	3	4	3	27	3	5	i	i
O=C(c1ccc(S(=O)(=O)N2CCCCC2)cc1)N1CCN(Cc2ccc3c(c2)OCO3)CC1	0	-2	2	1	4	0	3	i	i
O=C(CCN1C(=O)c2ccccc2C1=O)NCc1ccccc1	-1	7	-5	0	1	-1	2	i	i
O=C(N/N=C1\C2CN3CCN(C2)CC1(c1ccccc1)C3)c1ccc(F)cc1	-2	11	-7	3	-1	-2	-2	i	i
COc1ccc(C(=O)Nc2ccc(C(F)(F)F)n(C)c2=O)cc1	0	-9	-4	-2	2	4	-1	i	i
CCCOc1ccc(NC(=O)CC2C(=O)OCC3CCCCN32)cc1 (centres undefined)	1	13	-6	1	-2	5	4	i	i

The listing, previewed entries included:
SMILES	MT1-MMP act inh	SKN-1 inh	FAS-TE inh	Rin1 Abl inh	PABP1 MLLE inh	NadD inh	CSN inh	Neddyl block	Rpn11 inh
COc1ccccc1C1=NOC(C)(c2nnc(-c3cccc(Cl)c3)o2)C1 (centres undefined)	2	15	17	1	-3	-4	-2	i	i
COCC(C)NC(=O)NC1(C(F)(F)F)Oc2ccc(Cl)cc2O1 (centres undefined)	4	11	-1	0	2	0	-2	i	i
CN1CCc2c(sc3c2c(=O)n(-c2ccccc2)c2nnc(SCc4ccccc4)n32)C1	-5	5	-6	3	-49	6	6	i	i
O=S(=O)(NCC(Nc1ccc(Cl)cc1)c1ccccc1)c1ccc(Cl)cc1 (centres undefined)	-8	-3	30	-4	5	-2	-11	i	i
CCOC(=O)C1=C(COC(=O)C(CC)Oc2ccccc2)NC(=O)NC1C (centres undefined)	0	26	3	2	15	-2	-1	i	i
COc1ccc2[nH]c3c(c2c1)CCN1C(=O)C(CC(=O)NC(C)(C)C)C[C@H](C(=O)N2CCOCC2)[C@@]31CCC1CCCC1 (some centres undefined)	-10	6	53*	1	2	3	-6	i	i
COc1ccc(OCC(=O)Nc2ccc(N3CCCCC3)cc2)cc1	6	8	-3	1	-15	-7	0	i	i
O=C(C(=Cc1ccccc1)c1ccccc1)c1ccccc1	2	20	42	0	0	10	-4	i	i
Cc1ccccc1Cn1nnc(-c2ccc3c(c2)OCO3)n1	4	-8	17	1	4	-1	-4	i	i
Cc1ccc(-c2oc3ccccc3c(=O)c2O)cc1	-1	6	-6	1	12	1	2	i	i
CCOP(=O)(c1ccc(N(C)C)cc1)C(O)c1cccnc1 (centres undefined)	-2	-5	-5	-2	-10	3	-1	i	i
CCc1cc(=O)oc2cc(C)cc(OCC(=O)NC3CC3)c12	1	-2	-6	0	-13	-6	4	x	i
O=C(COc1ccc(Cl)cc1Cl)NNC(=S)NC(=O)c1ccco1	2	3	4	3	27	3	5	i	i
O=C(c1ccc(S(=O)(=O)N2CCCCC2)cc1)N1CCN(Cc2ccc3c(c2)OCO3)CC1	0	-2	2	1	4	0	3	i	i
O=C(CCN1C(=O)c2ccccc2C1=O)NCc1ccccc1	-1	7	-5	0	1	-1	2	i	i
O=C(N/N=C1\C2CN3CCN(C2)CC1(c1ccccc1)C3)c1ccc(F)cc1	-2	11	-7	3	-1	-2	-2	i	i
COc1ccc(C(=O)Nc2ccc(C(F)(F)F)n(C)c2=O)cc1	0	-9	-4	-2	2	4	-1	i	i
CCCOc1ccc(NC(=O)CC2C(=O)OCC3CCCCN32)cc1 (centres undefined)	1	13	-6	1	-2	5	4	i	i
CN(Cc1cnccn1)C(=O)CC1C(=O)NCCN1Cc1c(F)cccc1Cl (centres undefined)	-3	-4	-6	-1	1	-5	0	i	i
CC(C)Oc1ccc(C(=O)Nc2ccc(S(=O)(=O)N3CCN(C)CC3)cc2)cc1	0	11	2	-3	-5	-2	2	i	i
O=C(CSc1nnnn1-c1ccc2c(c1)CCC2)NCc1cccs1	5	1	1	0	7	-5	4	i	i
NC(=O)CSc1ccc(F)cc1	3	-10	0	-1	-5	-2	5	i	i
CC(=O)NCCOc1ccc2oc3ccccc3c2c1	0	-17	-3	2	-5	-6	5	i	i
Cc1cc(Cl)ccc1OCC(O)CNCCc1ccc(S(N)(=O)=O)cc1 (centres undefined)	-1	7	-4	2	12	-6	-3	i	i
CCOc1ccc(NC(=O)Nc2ccc3c(c2)nc(C)n3C)cc1	8	-19	-8	5.7*	11	-2	-4	i	i
Oc1ccc(/C=N/N(c2ccccc2)c2ccccc2)c(O)c1O	4	32	7	10*	-7	37*	7	i	i
CCOc1ccc(C(C)(C)C)cc1S(=O)(=O)N1CC(C)OC(C)C1 (centres undefined)	-5	-8	3	3	-4	10	4	i	i
COc1ccc(NC(=O)C(CCSC)NC(N)=O)cc1Cl (centres undefined)	0	0	1	-2	-11	2	-8	i	i
C[C@]12CCC(=O)C=C1CC[C@@H]1[C@@H]2C(=O)C[C@@]2(C)[C@H]1CC[C@]2(O)C(=O)CO	0	5	-5	0	10	3	0	i	i
O=C(CCN(NC(=O)c1ccccc1)C1=NS(=O)(=O)c2ccccc21)NC1CCCCC1	0	-9	-7	-1	1	0	2	i	i
O=C(NN=C1CCC(c2ccccc2)CC1)c1ccccc1-n1cccc1 (centres undefined)	2	8	2	1	-8	0	-1	i	i
Cc1ccc(NC(=O)CCC(=O)NNC(=O)C(C)(C)C)c(C)c1	0	-2	-6	-2	4	-2	1	i	i
CS(=O)(=O)N(CC(=O)Nc1ccccc1)Cc1ccc(Cl)cc1	0	7	-1	0	9	5	2	i	i
COc1ccc(C(=O)N(C)CCOc2ccc(Cl)cc2)cc1S(=O)(=O)N1CCCC1	-1	14	2	3	-10	3	3	i	i
CCCCN1C(=O)CC2CCOC21C (centres undefined)	0	-1	-12	-5	8	-4	-1	i	i
Oc1cccc(C=Nc2cccc3ccccc23)c1O	15	-6	-4	3	35	45*	15	i	i
CC(=O)N1C(=O)/C(=C2\SC(=S)N(c3c(C)n(C)n(-c4ccccc4)c3=O)C2=O)c2ccccc21	-5	-7	10	-1	47*	18	3	i	i
O=C(COc1ccccc1)NC(=S)Nc1ccc(Br)cn1	3	21	0	1	-7	-4	-3	i	i
Cc1cccc(NCC(=O)N/N=C\c2ccccn2)c1	4	-4	-4	-3	-14	-4	1	i	i
c1ccc2[nH]c(-c3ccc4c(c3)OCO4)nc2c1	4	20	-5	-2	2	-8	-4	i	i
CC(=O)N1c2ccc(S(=O)(=O)N3CCC(C(=O)NCc4ccc(Cl)cc4)CC3)cc2CC1C (centres undefined)	2	-2	-1	2	12	-3	7	i	i
CCN=C1S/C(=C/c2ccc(-c3ccc(F)cc3)o2)C(=O)N1CC	-1	10	9	1	16	0	1	i	i
COc1ccccc1OC(C)C(=O)Nc1ccc(S(=O)(=O)Nc2nccs2)cc1 (centres undefined)	-6	4	-8	5	4	-2	-2	i	i
O=C(N/N=C/c1cc([N+](=O)[O-])ccc1O)/C(=C\c1cccs1)NC(=O)c1ccccc1	-10	11	56*	2	-26	22	10	i	i
Cc1sc2ncnc(N(C)CCc3ccccn3)c2c1C	4	-4	-3	-3	-9	-2	1	i	i
Cc1cc(C)n2nc(S(=O)(=O)N(C)Cc3ccccc3)nc2n1	2	0	-2	0	-1	-4	-4	i	i
COc1cccc(CNC(=O)CCCn2ccc3cc(S(=O)(=O)N4CCCC4)ccc32)c1	3	7	-2	5	-7	-8	-4	i	i
Cc1cc2c(c(=O)o1)C(c1cccs1)C(C#N)=C(N)O2 (centres undefined)	-4	2	-9	2	3	-2	4	i	i
CCn1nccc1NC(=O)c1ccc2sc([C@@H]3O[C@H](CO)[C@H](O)[C@H](O)[C@H]3O)nc2c1	4	4	-3	4	12	-1	3	i	i
Cn1c(=NC(=O)C2CCN(S(=O)(=O)c3cccs3)CC2)sc2ccccc21	-3&9	-4&5	13&10	3&1	-5&12	12&17	5&-4	i	i
CN(C)/C=C/C(=O)c1ccc(-n2cccc2)cc1	2	2	-4	2	-2	-1	-4	i	i
CCOC(=O)N1CCC(NC(=O)C2CCN(C(=O)c3cc4oc(C)cc4n3Cc3c(F)cccc3Cl)CC2)CC1	-1	8	5	-1	12	0	-1	i	i
Cc1ccccc1CNC(=O)CC1C(=O)NCCN1CC1CCCCC1 (centres undefined)	5	10	-3	0	4	3	-3	i	i
O=C(CNC(=O)c1cccs1)Nc1ccc2c(c1)OCCO2	1	-1	-6	0	3	-2	-10	i	i
Cc1cc(C)nc(SCC(=O)Nc2ccc(S(=O)(=O)Nc3nccs3)cc2)n1	1	12	-7	2	-7	-5	-1	i	i
O=C(N/C(=C/c1ccc(Br)cc1)C(=O)N1CCOCC1)c1ccco1	-2	-11	-5	-2	-10	8	0	i	i
CCOc1cccc(/C=C2\NC(=S)N(c3ccccc3)C2=O)c1O	2	1	-2	3	-33	-6	-2	i	i
CCC(=O)Nc1cccc(C(=O)OCc2cccc([N+](=O)[O-])c2)c1	5	4	20	-1	0	-4	7	i	i

Assay outcomes deposited in PubChem BioAssay by several laboratories.
